# tuberculosis growth: growth inhibition of non-replicating M. tuberculosis (AID 488890); Mycobacterium tuberculosis non-replicating, growth inhibition; higher % means a stronger effect; inhibition, % at 25 µM, or IC50 in µM where a hit was titrated; actives 0.39% (n = 320,000); in the data active = a potency from the dose series; inconclusive = inhibition mostly from about 82% at the one dose, without a potency; inactive = the rest, 99 in 100 with inhibition below about 76%;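 also: plate controls were DMSO cells for no effect and high antibiotic wells for full effect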
# VEEV TC-83 Vero: inhibitors of VEEV TC-83 cytopathic effect, confirmation, Vero cells (AID 588727); Vero cells, VEEV TC-83 cytopathic effect inhibition; higher % means a stronger effect; inhibition, % at 20 µM, or IC50 in µM where a hit was titrated; actives 0.13% (n = 350,000); in the data active = a potency from the dose series; inconclusive = inhibition mostly from about 14% at the one dose, without a potency; inactive = the rest, 99 in 100 with inhibition below about 12%; also: strong numbers were not always called active
# H37Rv inhibition: M. tuberculosis growth inhibition, HTS (AID 449762). inhibition, % at 25 µM, or IC50 in µM where a hit was titrated. actives 0.59% (n = 330,000). M. tuberculosis H37Rv growth inhibition, 7H9 media; higher % means a stronger effect; in the data active = a potency from the dose series; inconclusive = inhibition above about 70% without an active follow-up result;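 also: bacterial growth assessed after seven days of incubation; strong numbers were not always called active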
# H1N1 NS1A inhibition: NS1A inhibition, H1N1 influenza, cell based functional assay (AID 504329); NS1A functional cell-based assay, percent inhibition; higher % means a stronger effect; inhibition, % at 12.5 µM; hits with a dose series show IC50 in µM; actives 0.3% (n = 340,000); in the data active = a potency from the dose series; inconclusive = inhibition above about 27% without an active follow-up result; also: strong numbers were not always called active
# Salmonella PhoP GFP: PhoP regulon inhibitors, Salmonella typhi PhoP promoter GFP reporter, confirmatory (AID 1850); inhibition, % at 50 µM; hits with a dose series show IC50 in µM; Salmonella Typhi PhoP-promoter GFP reporter, fluorescence, 4 h; higher % means a stronger effect; actives 0.33% (n = 310,000); in the data active = a potency from the dose series; inconclusive = inhibition mostly from about 25% at the one dose, without a potency; inactive = the rest, 99 in 100 with inhibition below about 19%;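 also: 0% = induced wells with vehicle and 100% = uninduced wells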
# VEEV TC-83 Vero 10K pilot screen: also measured in VEEV TC-83 Vero; calls as there; inhibition, %; measured here: 10K pilot screen inhibition
# * hit, by the source's call; i = inactive; u = inconclusive; x = no result given.
SMILES,tuberculosis growth,VEEV TC-83 Vero,H37Rv inhibition,H1N1 NS1A inhibition,Salmonella PhoP GFP,others
Cc1cc(=O)nc2c3ccccc3n(CC(=O)NC(C)c3ccc4c(c3)OCCO4)n12 (centres undefined),1%,3.2%,5%,1%,-9%,
CCC(C)Nc1c2c(nc3c(-c4ccccc4)c(C)nn13)CCC2 (centres undefined),16%,i,9%,-7%,-15%,
O=C(COc1ccc(-c2ccccc2)cc1)NNC(=O)Nc1ccc(F)cc1F,0%,3.2%,-1%,-10%,-10%,
CCOC(=O)Cc1csc(NC(=O)NC2(C(F)(F)F)Oc3ccc(Cl)cc3O2)n1 (centres undefined),u,0.6%,u,0%,0%,
CCOc1ccc(S(=O)(=O)N2CCCC(C(=O)NCc3ccncc3)C2)cc1C (centres undefined),0%,i,-7%,6%,8%,
Clc1ccc(-c2cn(-c3ccc(Cl)cc3)c3[n+]2CCCCC3)cc1,-1%,2.3%,-5%,2%,-3%,
Cc1ccc(C)c(OCC(=O)N2CCN(c3ncccn3)CC2)c1,-2%,2.0%,-12%,-7%,x,
Cc1ccc(C(C(=O)NCCc2ccccc2)N(C(=O)c2csnn2)C2CC2)o1 (centres undefined),29%,0.1%,0%,-8%,24%,
NC(=O)c1ccc(NC(=O)CNc2cc(S(=O)(=O)N3CCOCC3)ccc2N2CCCC2)cc1,x,0.6%,x,0%,x,
CCC1(CC)C(=O)C2=C3C1[C@H](C(=O)OC)C=C(C(=O)OC)C[C@H]3[C@H]1C(=O)N(Cc3ccccc3)C(=O)[C@H]1[C@H]2C (some centres undefined),27%,0.0%,5%,2%,-2%,
Oc1ccccc1/C=N/n1cnnc1,-2%,1.4%,-1%,-5%,-12%,
CCOC(=O)CCCc1sc(N)nc1-c1[nH]c(=O)[nH]c1C,-6%,i,-7%,15%,-15%,
C#CCOCCOCCOCCNc1nc(N2CCN(C(=O)[C@H]([C@@H](C)CC)n3cc(CCC(=O)O)nn3)CC2)nc(N2CCN(C(=O)[C@H](CCCCN)n3cc(CCC(=O)O)nn3)CC2)n1,x,0.7%,x,5%,x,
COc1ccc(-n2c(SCC#N)nc3ccccc3c2=O)cc1,4%,0.5%,0%,-5%,7%,
COc1ccc(NC(NC(=O)c2ccc(OC)cc2)C(Cl)(Cl)Cl)cc1 (centres undefined),13%,6.1%,93%,-6%,-4%,
COc1cc(SC)ccc1C(=O)Nc1ccc(C)cc1C,33%,2.4%,-1%,-14%,2%,
CC(C)c1nnc(NC(=O)c2ccc3ccccc3c2)s1,15%,5.8%,5%,7%,-7%,
O=C(COc1ccccc1F)Nc1ccc(S(=O)(=O)NCc2ccco2)cc1,16%,0.9%,0%,1%,-9%,
COc1ccc(C(=O)OC(C)C(=O)NC(C)CCc2ccccc2)cc1[N+](=O)[O-] (centres undefined),2%,i,10%,0%,-8%,
Nc1c(Cl)c(Cl)nc(C(=O)N/N=C/c2ccco2)c1Cl,6%,0.5%,1%,-1%,-3%,
COC(=O)C1=C(c2cccc(OCc3ccccc3)c2)C[C@@H]2CC[C@H]1N2C(=O)NCc1ccc([N+](=O)[O-])cc1,15%,i,-7%,9%,x,VEEV TC-83 Vero 10K pilot screen=0.4
Cc1ccc(S(=O)(=O)/C(C#N)=C/c2c(N3CCN(C)CC3)nc3ccccn3c2=O)cc1,7%,i,-3%,8%,11%,
O/N=C1/CCCCc2sccc21,-7%,i,-2%,2%,-1%,
Cc1cc(C)n(CCNS(=O)(=O)c2ccc(C)c(C)c2)n1,-3%,i,1%,5%,10%,
Cc1ccc(C(=O)NN=C2CCCCCC2)s1,45%,i,-4%,-2%,0%,
CCOC(=O)C1=NN(C(C)=O)C2C(=O)N(CC)C(=O)C12 (centres undefined),-17%,i,-4%,x,2%,
COc1ccc(N2CCN(c3nc(NCCO)nc(N4CCOCC4)n3)CC2)cc1,47%,5.2%,0%,15%,-8%,
O=C(NCCN1CCN(Cc2ccccc2Cl)CC1)Nc1ccccc1,11%,0.4%,-13%,-6%,2%,
Cc1nc2ccccc2c(=O)n1CC(=O)N1CCOCC1,-25%,2.2%,1%,1%,-12%,VEEV TC-83 Vero 10K pilot screen=0.6
COc1ccc(-n2nnc3c(SCC(=O)NCc4ccco4)ncnc32)cc1,72%,0.2%,8%,1%,6%,VEEV TC-83 Vero 10K pilot screen=1.0

# Continued; the last 2 above are carried over.
SMILES,tuberculosis growth,VEEV TC-83 Vero,H37Rv inhibition,H1N1 NS1A inhibition,Salmonella PhoP GFP,others
Cc1nc2ccccc2c(=O)n1CC(=O)N1CCOCC1,-25%,2.2%,1%,1%,-12%,VEEV TC-83 Vero 10K pilot screen=0.6
COc1ccc(-n2nnc3c(SCC(=O)NCc4ccco4)ncnc32)cc1,72%,0.2%,8%,1%,6%,VEEV TC-83 Vero 10K pilot screen=1.0
CCOc1ccc(Nc2nc(Cc3nnc(SCC(=O)N(CC)CC)n3C)cs2)cc1,63%,1.2%,-6%,0%,7%,
C/C(=N\NC(=O)c1ccc(O)cc1)c1cccc(NC(=O)c2ccc(Cl)cc2)c1,7%,11%,8%,0%,-11%,
C=CCc1cc(/C=N\NC(=O)CSc2nnc(CCCc3ccc(OC)c(C)c3)o2)cc(OC)c1O,36%,3.9%,2%,-3%,13%,
Cn1cc(Cl)c(-c2n[nH]c(=S)n2-c2ccc(F)cc2)n1,4%,0.9%,-17%,3%,-1%,
O=C(CCl)N(c1ccc(Cl)cc1)c1c[nH]c2ccccc12,u,i,u,-5%,-8%,
CCOc1ccc(N(CC(=O)NCC2CCCO2)S(=O)(=O)c2ccc(OC)c(OC)c2)cc1 (centres undefined),9%,5.6%,-3%,-14%,-7%,
O=C(Cn1ccnc1[N+](=O)[O-])NCc1ccccc1,-24%,0.5%,-6%,-1%,-15%,
N#CC1=C(N)NC(=S)C(C(N)=O)C1c1ccc(Cl)cc1Cl (centres undefined),15%,u,3%,-5%,4%,
COc1ccc(Cl)cc1NC(=O)COC(=O)C1=NNC(=O)CC1,-5%,0.7%,2%,1%,x,
Cc1cccc(N2CCN(S(=O)(=O)c3ccc4c(c3)C(C)(C)C(=O)N4C)CC2C)c1 (centres undefined),13%,3.3%,5%,-1%,1%,
CCC(=O)N1CCN(c2cc(C)ccc2C)CC1,2%,0.8%,-2%,22%,-7%,
O=C1NC(=S)S/C1=C\c1cc(Cl)cc(Cl)c1O,x,0.4%,x,9%,x,
COc1ccc2[nH]c3c(c2c1)CCN1C(=O)C(CC(=O)NCCc2ccccn2)C[C@H](C(=O)N(C(C)C)C(C)C)[C@@]31C (some centres undefined),x,i,x,8%,x,
Cc1ccc(S(=O)(=O)N(C)C)cc1NC(=O)CCNC(=O)c1ccco1,2%,0.5%,-8%,10%,6%,
CC(=O)NC(N(C#N)c1nc(Cl)nc(N(C)C)n1)C(Cl)(Cl)Cl (centres undefined),0%,i,8%,-5%,2%,
COC(=O)C1=C(c2cccc(OCc3ccccc3)c2)C[C@@H]2CC[C@H]1N2C(=O)NCc1ccccc1OC,25%,1.0%,0%,13%,x,
CN(Cc1ccc(OC(F)F)cc1)C(=O)c1ccc(S(=O)(=O)N(C)c2ccccc2)cc1,37%,4.2%,-7%,-12%,x,
O=C(CCNC(=O)OCC1c2ccccc2-c2ccccc21)NOCc1ccccc1,x,i,x,-11%,x,
O=c1c2nccnc2[nH]c(=S)n1Cc1ccccc1Cl,45%,3.8%,4%,-1%,16%,
CCN(CC(=O)Nc1c(F)cccc1F)C(=O)c1cc([N+](=O)[O-])ccc1N1CCOCC1,9%,1.9%,-2%,-8%,0%,
CCOP(=O)(OCC)C(NC(=O)Nc1ccc(C)cc1)C(N)=O (centres undefined),6%,0.6%,-9%,x,7%,
COc1ccc(NC(=O)C2CC(=O)N(c3cc(C)ccc3C)C2)cc1 (centres undefined),3%,3.3%,-3%,-6%,0%,
S=C(Nc1ccc(Br)cc1)Nc1ccc2c(c1)OCCO2,u,2.4%,-6%,-8%,-8%,
O=c1c2ccccc2ncn1-c1ccc(Br)cc1[N+](=O)[O-],6%,0.3%,4%,-3%,6%,
O=C(Nc1ccccc1F)Oc1cccc(OC(=O)Nc2ccccc2F)c1,1%,i,2%,20%,5%,
CCCCN(C)CCNC(=O)C(NC(=O)C1CCC(C)CC1)C(C)C (centres undefined),10%,i,-8%,-14%,5%,
CC(=O)c1ccccc1NC(=O)c1ccc(OCc2c(C)noc2C)cc1,5%,5.7%,3%,1%,x,
CCCNC(=O)c1ccc2c(c1)nc(C)n2-c1cccc(C)c1,-8%,2.6%,-2%,-8%,-9%,
Cc1ccc(S(=O)(=O)N(CCCO)CC(O)CON=C2c3ccccc3-c3ccccc32)cc1 (centres undefined),-3%,4.9%,6%,-5%,1%,
Cc1nc2c(sc(=S)n2Cc2ccco2)c(=O)n1CC(=O)Nc1ccc(F)cc1,21%,i,6%,-5%,5%,
O=C(N/N=C/c1cc(Cl)cc([N+](=O)[O-])c1O)c1ccccc1NS(=O)(=O)c1cccs1,72%,2.5%,1%,-10%,15%,
CCC(=NCCc1c(C)[nH]c2ccccc12)C1=C(O)CC(c2ccccc2)CC1=O (centres undefined),-4%,4.8%,10%,2%,-5%,
Cc1n[nH]c(=S)n1-c1ccc(Cl)cc1,3%,0.2%,0%,4%,-14%,
CCCCNC(=O)/C=C/c1ccc(S(=O)(=O)Nc2ccc(OC)cc2)cc1,15%,1.3%,34%,-6%,10%,
CCC(C)C(=O)Nc1cc([N+](=O)[O-])ccc1Cl (centres undefined),2%,1.4%,-7%,-7%,6%,
O=C(CNC(=O)c1cccs1)N=Nc1c(O)[nH]c2ccc(Br)cc12,-15%,i,6%,-6%,4%,
Cc1cccc2cc(CN(Cc3ccccc3)C(=O)c3cccc(F)c3)c(Cl)nc12,18%,6.7%,8%,1%,-14%,
O=C(CNC(c1ccccc1)c1ccccc1)Nc1ccccc1Br,12%,i,0%,-4%,6%,
CCOC(=O)Cn1c(CN(Cc2ccccc2)Cc2ccccc2)nc2c1c(=O)n(C)c(=O)n2C,29%,i,-6%,6%,-4%,
O=C(c1cccc(S(=O)(=O)N2CCCC2)c1)c1nnc(-c2ccncc2)o1,12%,i,-5%,-1%,8%,
CC(C)c1ccc(C2(C)NC(=O)N(C(C)C(=O)Nc3ccc(N4CCOCC4)cc3)C2=O)cc1 (centres undefined),x,9.1%,x,0%,x,
Cc1nc2ccc(NC(=O)c3cccc(S(=O)(=O)N(C)c4ccccc4)c3)cc2s1,7%,7.6%,6%,-5%,-2%,
COc1ccc(/C=N\NC(=O)c2cccc(F)c2)cc1COc1ccccc1,-3%,34%,u,-21%,-7%,
CC(C)N1C(=O)/C(=C\c2nc3ccccc3c(=O)n2-c2ccccc2)c2ccccc21,58%,11%,1%,50µM*,-1%,
Cc1ccc2nsnc2c1S(=O)(=O)Nc1cccc2nsnc12,26%,11%,1%,8%,-25%,VEEV TC-83 Vero 10K pilot screen=0.9

# Quoted from the listing for reference:
SMILES,tuberculosis growth,VEEV TC-83 Vero,H37Rv inhibition,H1N1 NS1A inhibition,Salmonella PhoP GFP,others
Cc1nc2ccc(NC(=O)c3cccc(S(=O)(=O)N(C)c4ccccc4)c3)cc2s1,7%,7.6%,6%,-5%,-2%,
COc1ccc(/C=N\NC(=O)c2cccc(F)c2)cc1COc1ccccc1,-3%,34%,u,-21%,-7%,
CC(C)N1C(=O)/C(=C\c2nc3ccccc3c(=O)n2-c2ccccc2)c2ccccc21,58%,11%,1%,50µM*,-1%,
Cc1ccc2nsnc2c1S(=O)(=O)Nc1cccc2nsnc12,26%,11%,1%,8%,-25%,VEEV TC-83 Vero 10K pilot screen=0.9

# Other records.
SMILES,tuberculosis growth,VEEV TC-83 Vero,H37Rv inhibition,H1N1 NS1A inhibition,Salmonella PhoP GFP,others
CCCCCOc1ccc(NC2=CC(=O)CCC2)cc1,68%,i,52µM*,-1%,15%,
CC(C)[C@H]1COCCS(=O)(=O)N1Cc1ccccc1-c1cccc2c1oc1ccccc12,x,0.9%,x,-20%,x,
Cc1ccnc(NS(=O)(=O)c2ccccc2)n1,0%,i,-4%,1%,-10%,
COc1ccc(NC(=O)COC(=O)C2CCCCC2)c([N+](=O)[O-])c1,26%,1.5%,4%,18%,-2%,
CCOc1ccc(N2CC(C(=O)N3CCCC3)CC2=O)cc1 (centres undefined),-9%,0.5%,-7%,7%,-8%,
Cc1ccccc1NC(=O)CCc1nnc2ccc(N3CCC4(CC3)OCCO4)nn12,12%,5.8%,-3%,4%,-1%,
CN(c1ccccc1)S(=O)(=O)c1ccc(NC(=S)NC(=O)c2ccccc2)cc1,72%,2.1%,-1%,1%,13%,
CC1CCN(C(=O)Cn2c(=O)c3cccn3c3ccccc32)CC1,5%,0.5%,2%,5%,13%,

# Not a hit list. Share with any hit: about 1.5%.
